ABHD4 inh – ABHD4 (mouse) inhibition, primary FP screen; purified mABHD4, FP-Rh probe fluorescence polarization; Q8VD66; 370,000 tested, 0.54% active; inhibition, % at 8.92 µM;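 active = inhibition exceeding the mean over every tested compound plus 3 SD, cut at about 30% in these data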;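 note: 0% = plate median of compound wells and 100% = S159A mutant with DMSO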
Target sequence (Q8VD66 whole entry, looked up): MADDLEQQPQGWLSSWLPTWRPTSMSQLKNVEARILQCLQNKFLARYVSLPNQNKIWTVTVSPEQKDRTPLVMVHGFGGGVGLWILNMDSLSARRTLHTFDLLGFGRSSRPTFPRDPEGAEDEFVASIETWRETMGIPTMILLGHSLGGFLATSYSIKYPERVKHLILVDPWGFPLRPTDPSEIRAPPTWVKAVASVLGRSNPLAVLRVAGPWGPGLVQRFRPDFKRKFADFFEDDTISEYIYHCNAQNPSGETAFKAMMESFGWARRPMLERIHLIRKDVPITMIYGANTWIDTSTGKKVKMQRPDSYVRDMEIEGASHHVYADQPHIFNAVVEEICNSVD
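Test system: mABHD4 protein | Buffer or medium: HEPES pH 7.0 buffer, 150 mM NaCl, 0.01% Pluronic F-127 | Probe or stimulus: FP-Rh fluorescent activity-based probe, added after compound pre-incubation | Timing: Pre-incubation 45 min, probe exposure 60 min, at 25 °C | Technique: Fluorescence polarization, excitation 525 nm, emission 598 nm, BODIPY TMR filters | Repeats: Single well per compound (singlicate)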
PG9 binder – binds the HIV-1 gp120 antibody PG9. TR-FRET gp120-PG9 antibody binding. inhibition, % at 6.7 µM. 360,000 tested, 0.43% active; in the data active = inhibition above about 8.5%
Rev-erbA mod – Rev-erb alpha (human) modulation. activity, % at 10 µM. AID 1259318. 370,000 tested, 0.79% active. Rev-erbα–FITC-DNA binding, fluorescence polarization, 90 min. P20393;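 active = activity above about 14%, limit read from the data; passing the limit was not always enough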;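 note: 0% = DMSO wells with 35 nM protein and 100% = DMSO wells with 750 nM protein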
SIAE primary – human SIAE inhibition, primary screen. Q9HAT2. SIAE FP-Rh probe binding, fluorescence polarization. inhibition, % at 9.66 µM. 370,000 tested, 0.69% active. AID 1053197;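 active = inhibition above a cutoff: mean of compounds within the control limits plus 3 SD of those, cut at about 17% in these data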;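 note: 0% = plate median of compound wells and 100% = probe without SIAE protein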
TDP2 absorb – TDP2 (human) inhibition, absorbance primary screen; O95551; recombinant TDP2, T5PNP hydrolysis, p-nitrophenol absorbance 415 nm; 370,000 tested, 0.34% active; AID 720702; inhibition, % at 12.8 µM;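 active = inhibition above the mean of all tested compounds plus 3 SD, set per campaign, cut at about 25% in these data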;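 note: 0% = DMSO with enzyme and 100% = buffer with substrate but no TDP2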
Target sequence (O95551 whole entry, looked up): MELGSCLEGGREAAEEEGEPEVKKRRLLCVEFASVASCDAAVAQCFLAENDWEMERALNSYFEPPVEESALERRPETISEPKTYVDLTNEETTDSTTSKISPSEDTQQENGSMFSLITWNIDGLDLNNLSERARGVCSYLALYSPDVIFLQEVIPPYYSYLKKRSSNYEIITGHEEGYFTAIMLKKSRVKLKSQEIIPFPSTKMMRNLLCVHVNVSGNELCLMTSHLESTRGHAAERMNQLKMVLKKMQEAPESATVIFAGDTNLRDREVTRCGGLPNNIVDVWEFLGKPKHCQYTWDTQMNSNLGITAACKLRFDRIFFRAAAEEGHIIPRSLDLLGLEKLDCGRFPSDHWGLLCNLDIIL
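Assay system: Recombinant human TDP2 | Quantity: 120 nM TDP2 per well | Incubation: 2 h at 37 °C | Signal: Epi absorbance | Evaluation: Percent inhibition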
rCAG RNA binder – r(CAG) repeat RNA binding | inhibition, % at 3 µM | TO-PRO-1 dye displacement fluorescence | 370,000 tested, 1.3% active;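 active = inhibition above the plate cutoff, the mean of all test compounds on that plate plus 3 SD, cut at about 35% in these data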;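 note: 0% = DMSO alone and 100% = 100 µM mitoxantrone as full dye displacement; higher means more dye released from RNA so lower well fluorescence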
LEDGF integ inh – blocks HIV-1 LEDGF/p75-dependent DNA integration. TR-FRET IN-LEDGF/p75 DNA integration, Eu/Cy5. inhibition, % at 3.7 µM. 370,000 tested, 0.64% active;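 active = inhibition above the screen-wide mean plus 3 SD, cut at about 13% in these data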;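 note: signal is the Cy5 over europium emission ratio at 671 and 618 nm; 0% = plate median of compound wells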
PRMT1 FP inh – blocks human protein arginine methyltransferase 1; Q99873; recombinant PRMT1, activity-based probe fluorescence polarization; inhibition, % at 2.79 µM; 370,000 tested, 1.3% active; AID 652257;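 active = inhibition above about 21% made by adding two undisclosed values, limit read from the data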
Target sequence (Q99873 whole entry, looked up): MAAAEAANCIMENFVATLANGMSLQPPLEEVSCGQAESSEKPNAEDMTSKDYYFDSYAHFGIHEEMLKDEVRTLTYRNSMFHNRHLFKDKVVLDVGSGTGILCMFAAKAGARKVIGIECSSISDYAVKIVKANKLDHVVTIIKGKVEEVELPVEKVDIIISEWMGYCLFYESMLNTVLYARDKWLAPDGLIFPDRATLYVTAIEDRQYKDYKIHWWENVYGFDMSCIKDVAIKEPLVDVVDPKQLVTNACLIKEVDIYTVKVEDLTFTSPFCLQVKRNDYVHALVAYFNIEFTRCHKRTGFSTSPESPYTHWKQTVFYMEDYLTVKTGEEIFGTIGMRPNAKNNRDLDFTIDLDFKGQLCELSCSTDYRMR
TCR-CD3 inh – blocks the human TCR-CD3 interaction | TAMRA-labeled TCR probe fluorescence, biochemical | inhibition, % at 9.4 µM | 360,000 tested, 0.37% active | AID 651800; in the data active = inhibition above about 19%;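 note: recombinant mutant TCR 2C K166C tagged with TAMRA read by polarization; 0% = receptor in buffer alone and 100% = receptor with positive control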
HTRA1 inhibitor – inhibitors of human serine peptidase HTRA1. recombinant HTRA1, FP-rhodamine activity-based probe, fluorescence polarization. 340,000 tested, 0.5% active. Q92743. inhibition, % at 5.96 µM; in the data active = inhibition above about 36%;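 note: 0% = enzyme with DMSO and 100% = wells lacking enzyme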
Active calls of the source: *.

Results for O=C(C=Cc1ccccn1)c1ccccc1O ?
ABHD4 inh: 3; PG9 binder: -0.6; Rev-erbA mod: 2; SIAE primary: 3; TDP2 absorb: -1; rCAG RNA binder: 3; LEDGF integ inh: -3; PRMT1 FP inh: 12; TCR-CD3 inh: -3; HTRA1 inhibitor: 2

Results for CC1(C)N=C(c2ccccn2)C(C)(C)N1O ?
ABHD4 inh: 3; PG9 binder: -0.5; Rev-erbA mod: -4; SIAE primary: 5; TDP2 absorb: 3; rCAG RNA binder: 0; LEDGF integ inh: -1; PRMT1 FP inh: -2; TCR-CD3 inh: 3; HTRA1 inhibitor: 4

Results for COC(=O)CCC/C=C1/SCC(NC(=O)c2ccccc2)C1=O (configuration not stated) ?
ABHD4 inh: 2; PG9 binder: -1.4; Rev-erbA mod: 6; SIAE primary: -9; TDP2 absorb: 3; rCAG RNA binder: 29; LEDGF integ inh: 2; PRMT1 FP inh: 26*; TCR-CD3 inh: 1; HTRA1 inhibitor: 1

What do the screens show for `Cc1cc(C)n2nc(C(=O)OCC(=O)N(C)C3CCS(=O)(=O)C3)nc2n1` (configuration not stated)?
ABHD4 inh: -1; PG9 binder: -1.9; Rev-erbA mod: 1; SIAE primary: -2; TDP2 absorb: 8; rCAG RNA binder: 3; LEDGF integ inh: 2; PRMT1 FP inh: -4; TCR-CD3 inh: 3; HTRA1 inhibitor: -1

What do the screens show for `Cc1ccc(C(=O)Nc2nc(-c3cccnc3)cs2)o1`?
ABHD4 inh: 1; PG9 binder: 1.1; Rev-erbA mod: -4; SIAE primary: -2; TDP2 absorb: 20; rCAG RNA binder: 5; LEDGF integ inh: 1; PRMT1 FP inh: 3; TCR-CD3 inh: 5; HTRA1 inhibitor: 0

Results for Cn1cccc1C(C#N)(CC#N)c1cccc(F)c1C#N (configuration not stated) ?
ABHD4 inh: 1; PG9 binder: -1.1; Rev-erbA mod: -2; SIAE primary: 2; TDP2 absorb: -9; rCAG RNA binder: -1; LEDGF integ inh: -6; PRMT1 FP inh: 5; TCR-CD3 inh: -8; HTRA1 inhibitor: 2

What do the screens show for `CCOCCc1c(O)nc(SCC(=O)NCc2ccco2)[nH]c1=O`?
ABHD4 inh: 1; PG9 binder: -0.2; Rev-erbA mod: -1; SIAE primary: -2; TDP2 absorb: 2; rCAG RNA binder: 2; LEDGF integ inh: 1; PRMT1 FP inh: 2; TCR-CD3 inh: 4; HTRA1 inhibitor: 7

How did Cn1nc(-c2ccc3c(c2)OCCO3)c2ccccc2c1=O do in these assays?
ABHD4 inh: 4; PG9 binder: -2.3; Rev-erbA mod: -2; SIAE primary: -2; TDP2 absorb: -3; rCAG RNA binder: 1; LEDGF integ inh: -4; PRMT1 FP inh: 1; TCR-CD3 inh: -1; HTRA1 inhibitor: -4

Results for Cc1cc(=O)[nH]c(SCC(=O)Nc2nc(-c3ccccc3)c(-c3ccccc3)o2)n1 ?
ABHD4 inh: -5; PG9 binder: 1.5; Rev-erbA mod: 0; SIAE primary: 3; TDP2 absorb: -13; rCAG RNA binder: 4; LEDGF integ inh: 0; PRMT1 FP inh: 3; TCR-CD3 inh: -9; HTRA1 inhibitor: 5

What do the screens show for `CCN(CC(=O)Nc1ccc(OC)cc1)C(=O)c1cc2c(s1)CCCCC2`?
ABHD4 inh: -3; PG9 binder: 1.8; Rev-erbA mod: 7; SIAE primary: 8; TDP2 absorb: -3; rCAG RNA binder: 1; LEDGF integ inh: 3; PRMT1 FP inh: -6; TCR-CD3 inh: 1; HTRA1 inhibitor: -4

Results for COC(=O)c1ccc(NC(=O)CSc2nnnn2C2CCCCC2)cc1 ?
ABHD4 inh: 0; PG9 binder: 4.0; Rev-erbA mod: 3; SIAE primary: 0; TDP2 absorb: 12; rCAG RNA binder: -2; LEDGF integ inh: -1; PRMT1 FP inh: 3; TCR-CD3 inh: 5; HTRA1 inhibitor: -2

How did CCCCC(CC)CO (configuration not stated) do in these assays?
ABHD4 inh: -1; PG9 binder: -0.1; Rev-erbA mod: 4; SIAE primary: 2; TDP2 absorb: -4; rCAG RNA binder: 0; LEDGF integ inh: -1; PRMT1 FP inh: -1; TCR-CD3 inh: 14; HTRA1 inhibitor: 1

How did OCCNC(=S)Nc1ccc(Cl)c(Cl)c1 do in these assays?
ABHD4 inh: -7; PG9 binder: -2.5; Rev-erbA mod: 1; SIAE primary: -6; TDP2 absorb: -2; rCAG RNA binder: -1; LEDGF integ inh: 2; PRMT1 FP inh: -1; TCR-CD3 inh: 4; HTRA1 inhibitor: -6

How did COCCNC(=O)C(c1ccc(Cl)cc1)N(CCOC)C(=O)CCC(=O)Nc1nccs1 (configuration not stated) do in these assays?
ABHD4 inh: -3; PG9 binder: -1.0; Rev-erbA mod: 0; SIAE primary: -5; TDP2 absorb: 7; rCAG RNA binder: -5; LEDGF integ inh: -1; PRMT1 FP inh: 0; TCR-CD3 inh: 2; HTRA1 inhibitor: -2

How did COc1ccc(C(=O)CSc2nnc(-c3ccco3)n2CC2CCCO2)cc1 (configuration not stated) do in these assays?
ABHD4 inh: 0; PG9 binder: -0.3; Rev-erbA mod: -6; SIAE primary: -1; TDP2 absorb: -10; rCAG RNA binder: -4; LEDGF integ inh: -1; PRMT1 FP inh: -1; TCR-CD3 inh: 11; HTRA1 inhibitor: -7

Next section; the last 2 above are carried over.
How did COCCNC(=O)C(c1ccc(Cl)cc1)N(CCOC)C(=O)CCC(=O)Nc1nccs1 (configuration not stated) do in these assays?
ABHD4 inh: -3; PG9 binder: -1.0; Rev-erbA mod: 0; SIAE primary: -5; TDP2 absorb: 7; rCAG RNA binder: -5; LEDGF integ inh: -1; PRMT1 FP inh: 0; TCR-CD3 inh: 2; HTRA1 inhibitor: -2

How did COc1ccc(C(=O)CSc2nnc(-c3ccco3)n2CC2CCCO2)cc1 (configuration not stated) do in these assays?
ABHD4 inh: 0; PG9 binder: -0.3; Rev-erbA mod: -6; SIAE primary: -1; TDP2 absorb: -10; rCAG RNA binder: -4; LEDGF integ inh: -1; PRMT1 FP inh: -1; TCR-CD3 inh: 11; HTRA1 inhibitor: -7

What do the screens show for `CCc1ccc(-c2cc3c(=O)n(CC(=O)NCc4ccccc4F)ncn3n2)cc1`?
ABHD4 inh: 6; PG9 binder: -1.6; Rev-erbA mod: 3; SIAE primary: -9; TDP2 absorb: -13; rCAG RNA binder: 4; LEDGF integ inh: 2; PRMT1 FP inh: 0; TCR-CD3 inh: 4; HTRA1 inhibitor: 0

Results for COc1ccc2sc(C)[n+](C)c2c1 ?
ABHD4 inh: 5; PG9 binder: -1.9; Rev-erbA mod: 0; SIAE primary: -1; TDP2 absorb: 7; rCAG RNA binder: -5; LEDGF integ inh: -6; PRMT1 FP inh: 60*; TCR-CD3 inh: -4; HTRA1 inhibitor: -6

Results for CCCc1nnc(SCC(=O)Nc2nccs2)o1 ?
ABHD4 inh: -2; PG9 binder: -0.4; Rev-erbA mod: 4; SIAE primary: 2; TDP2 absorb: -5; rCAG RNA binder: 0; LEDGF integ inh: -3; PRMT1 FP inh: -1; TCR-CD3 inh: -3; HTRA1 inhibitor: 2

How did CC(C)(C)c1ccc(S(=O)(=O)NCC(=O)N2CCN(C(=O)c3ccco3)CC2)cc1 do in these assays?
ABHD4 inh: -1; PG9 binder: -0.5; Rev-erbA mod: -2; SIAE primary: -1; TDP2 absorb: -3; rCAG RNA binder: 1; LEDGF integ inh: -2; PRMT1 FP inh: 0; TCR-CD3 inh: -2; HTRA1 inhibitor: -6

What do the screens show for `Nc1nonc1C(=O)NCCNc1ccc([N+](=O)[O-])cn1`?
ABHD4 inh: 1; PG9 binder: -0.8; Rev-erbA mod: -3; SIAE primary: 3; TDP2 absorb: -20; rCAG RNA binder: -2; LEDGF integ inh: 1; PRMT1 FP inh: -7; TCR-CD3 inh: 1; HTRA1 inhibitor: 1

Results for O=C(c1ccc(N2CN(C(=O)c3ccco3)c3nc4ccccc4nc32)cc1)N1CCOCC1 ?
ABHD4 inh: -3; PG9 binder: -1.0; Rev-erbA mod: -4; SIAE primary: -8; TDP2 absorb: 10; rCAG RNA binder: 4; LEDGF integ inh: 1; PRMT1 FP inh: 3; TCR-CD3 inh: 10; HTRA1 inhibitor: 2

What do the screens show for `CCN(CC(=O)Nc1ccc(NC(C)=O)cc1)C(=O)c1cccc(S(=O)(=O)N2c3ccccc3CC2C)c1` (configuration not stated)?
ABHD4 inh: 3; PG9 binder: 1.2; Rev-erbA mod: 3; SIAE primary: 8; TDP2 absorb: 1; rCAG RNA binder: -2; LEDGF integ inh: -3; PRMT1 FP inh: 0; TCR-CD3 inh: -5; HTRA1 inhibitor: -2

How did O=C(O)c1cccc(CSc2nnc(-c3cccnc3)o2)c1 do in these assays?
ABHD4 inh: -5; PG9 binder: 1.4; Rev-erbA mod: 6; SIAE primary: 6; TDP2 absorb: 10; rCAG RNA binder: 1; LEDGF integ inh: 0; PRMT1 FP inh: -1; TCR-CD3 inh: 8; HTRA1 inhibitor: -3

How did OC(c1ccc(F)cc1)c1nc(-c2cccc(C(F)(F)F)c2)cs1 (configuration not stated) do in these assays?
ABHD4 inh: -25; PG9 binder: -0.4; Rev-erbA mod: -9; SIAE primary: -10; TDP2 absorb: 2; rCAG RNA binder: -2; LEDGF integ inh: -5; PRMT1 FP inh: 1; TCR-CD3 inh: -6

How did N#Cc1cccc(NC(=O)c2cc(C3CCCCN3C(=O)c3ccc4c(c3)CCO4)on2)c1 (configuration not stated) do in these assays?
ABHD4 inh: -1; PG9 binder: 1.2; Rev-erbA mod: -9; SIAE primary: -5; TDP2 absorb: -3; rCAG RNA binder: 2; LEDGF integ inh: -1; PRMT1 FP inh: 0; TCR-CD3 inh: 5

How did CCc1ccc(C(=O)COC(=O)CCc2nc3ccccc3c(=O)[nH]2)cc1 do in these assays?
ABHD4 inh: 4; PG9 binder: -0.2; Rev-erbA mod: -6; SIAE primary: -1; TDP2 absorb: 2; rCAG RNA binder: 5; LEDGF integ inh: -3; PRMT1 FP inh: 0; TCR-CD3 inh: -3; HTRA1 inhibitor: -9

What do the screens show for `CSCCCN1CC[C@@H](N2CCN(c3ccccc3F)CC2)[C@H](O)C1`?
ABHD4 inh: -9; PG9 binder: -1.4; Rev-erbA mod: 0; SIAE primary: -3; TDP2 absorb: -7; rCAG RNA binder: -9; LEDGF integ inh: 1; PRMT1 FP inh: 7; TCR-CD3 inh: -3; HTRA1 inhibitor: 3

Results for COc1ccc(NS(=O)(=O)c2cccc(C(=O)NNC(=O)COc3ccccc3)c2)cc1 ?
ABHD4 inh: 2; PG9 binder: 0.5; Rev-erbA mod: 0; SIAE primary: 6; TDP2 absorb: -3; rCAG RNA binder: 9; LEDGF integ inh: -2; PRMT1 FP inh: 1; TCR-CD3 inh: -8; HTRA1 inhibitor: -5

What do the screens show for `CCCCCCCCN1C(=O)[C@@H](CC(=O)NCc2ccccc2)C[C@@]2(C(=O)OC)C1=C[C@H](C1CCCC1)O[C@@H]2C`?
ABHD4 inh: 2; PG9 binder: -1.2; Rev-erbA mod: 2; SIAE primary: -9; TDP2 absorb: -4; rCAG RNA binder: 3; LEDGF integ inh: -5; PRMT1 FP inh: 4; TCR-CD3 inh: 5

What do the screens show for `CC(=O)c1cc(N2CCOCC2)ccc1[N+](=O)[O-]`?
ABHD4 inh: 0; PG9 binder: -1.0; Rev-erbA mod: -1; SIAE primary: 4; TDP2 absorb: -5; rCAG RNA binder: -1; LEDGF integ inh: -3; PRMT1 FP inh: 4; TCR-CD3 inh: -13; HTRA1 inhibitor: 4

Only part of the results is shown; count on the stated rates, not on these rows.
